# Bioassay records (PubChem)
# TGFb inhibitor: TGF-b pathway inhibition. Potency, µM (series often up to 46.1 µM), for inactives: at the top dose activity, negative = inhibition, most hits filed as inhibitors. 1.2% of 410,000 active. HepG2 CAGA-GFP TGF-b/SMAD3 reporter, GFP fluorescence, 18 h; TGF-beta stimulated, 500 pg/mL final; also: potency is read from the fitted curve at half-maximal effect; % is scaled to controls: 0 for no effect and ±100 for the full control effect; nearly all actives have a fitted effect of over 65% in size
#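 Smad-responsive CAGA-GFP expression was quantified in HEPG2 cells exposed to compounds and 500 pg/mL final TGF-beta for 18 h at 37 degrees C; unstimulated wells defined full inhibition.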
# A549 tox: kills or reduces viability of A549 cells in Nrf2 counter-screen; 0.16% of 390,000 active; Potency, µM (series often up to 46 µM), inactives show at the top dose activity change, negative = cytotoxicity, actives largely listed as inhibitors; A549 ARE-Fluc cells, CellTiter-Fluor viability, 18-24 h; also: potency is read from the fitted curve at half-maximal effect; % is scaled to controls: 0 for no effect and ±100 for the full control effect
#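 A549 ARE-Fluc cells in 5% FBS OPTI-MEM, 5000 cells/well, rested 2 h then exposed to compounds in concentration-response for 18-24 h at 37 °C. Viability by CellTiter-Fluor fluorescence (Ex 405/Em 525) after 30 min; luciferase luminescence (BugLite, 15 min, RT) read afterwards.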
# IL-2 act: activators of IL-2. IL-2 activation reporter assay, cell-based qHTS; stimulated with anti-CD3/CD4/CD28 beads; in transgenic mouse T cells. activation, % (series mostly up to about 46 µM). 0.065% of 360,000 active; in the data active = activation above about 50%; inconclusive = mostly about 30% to 49%; also: 0% is about no effect
#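 Screening format: compound pinned onto unstimulated transgenic mouse T cells, 60 min incubation, then anti-CD3/anti-CD4/anti-CD28 bead stimulation for 18 hours at 37 degrees C, followed by EGFP and DsRed detection.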
# ATXN viability: cell viability loss in ATXN counter-screen. S2 cells (HEK-293 line with an ATXN2-luciferase reporter) viability, CellTiter-Fluor protease fluorescence, 24 h. Potency, µM (top dose mostly 56.7 µM), most hits filed as cytotoxic. 0.49% of 400,000 active. AID 651635; also: potency is read from the fitted curve at half-maximal effect; nearly all actives have a fitted effect of over 40% in size
# Nrf2 inh: inhibitors of Nrf2 signaling; A549 ARE-Fluc reporter, luciferase luminescence, 18-24 h; 2.1% of 360,000 active; Potency, µM (titrated, usually from 46 µM), without a hit: at the highest dose activity change, negative = inhibition, most hits filed as inhibitors; AID 504444; also: potency is read from the fitted curve at half-maximal effect; % is scaled to controls: 0 for no effect and ±100 for the full control effect; nearly all actives have a fitted effect of over 60% in size
#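 Quantitative HTS in A549 cells stably bearing an antioxidant response element-firefly luciferase construct. Inhibition of Nrf2-driven transcription was scored by luminescence after 18-24 h of compound exposure at 37 °C.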
# EPAC2 agonist: EPAC2 (human) agonism | Q8WZA2 | EPAC2 activation, biochemical qHTS; response scale: 100% = 6.5 mM cAMP response | Potency, µM (doses to about 154 µM), without a hit: top-dose activation, most hits filed as activators | 0.079% of 360,000 active | AID 720711; also: potency is read from the fitted curve at half-maximal effect; nearly all actives have a fitted effect of over 50% in size
# Target sequence (Q8WZA2 whole entry, looked up): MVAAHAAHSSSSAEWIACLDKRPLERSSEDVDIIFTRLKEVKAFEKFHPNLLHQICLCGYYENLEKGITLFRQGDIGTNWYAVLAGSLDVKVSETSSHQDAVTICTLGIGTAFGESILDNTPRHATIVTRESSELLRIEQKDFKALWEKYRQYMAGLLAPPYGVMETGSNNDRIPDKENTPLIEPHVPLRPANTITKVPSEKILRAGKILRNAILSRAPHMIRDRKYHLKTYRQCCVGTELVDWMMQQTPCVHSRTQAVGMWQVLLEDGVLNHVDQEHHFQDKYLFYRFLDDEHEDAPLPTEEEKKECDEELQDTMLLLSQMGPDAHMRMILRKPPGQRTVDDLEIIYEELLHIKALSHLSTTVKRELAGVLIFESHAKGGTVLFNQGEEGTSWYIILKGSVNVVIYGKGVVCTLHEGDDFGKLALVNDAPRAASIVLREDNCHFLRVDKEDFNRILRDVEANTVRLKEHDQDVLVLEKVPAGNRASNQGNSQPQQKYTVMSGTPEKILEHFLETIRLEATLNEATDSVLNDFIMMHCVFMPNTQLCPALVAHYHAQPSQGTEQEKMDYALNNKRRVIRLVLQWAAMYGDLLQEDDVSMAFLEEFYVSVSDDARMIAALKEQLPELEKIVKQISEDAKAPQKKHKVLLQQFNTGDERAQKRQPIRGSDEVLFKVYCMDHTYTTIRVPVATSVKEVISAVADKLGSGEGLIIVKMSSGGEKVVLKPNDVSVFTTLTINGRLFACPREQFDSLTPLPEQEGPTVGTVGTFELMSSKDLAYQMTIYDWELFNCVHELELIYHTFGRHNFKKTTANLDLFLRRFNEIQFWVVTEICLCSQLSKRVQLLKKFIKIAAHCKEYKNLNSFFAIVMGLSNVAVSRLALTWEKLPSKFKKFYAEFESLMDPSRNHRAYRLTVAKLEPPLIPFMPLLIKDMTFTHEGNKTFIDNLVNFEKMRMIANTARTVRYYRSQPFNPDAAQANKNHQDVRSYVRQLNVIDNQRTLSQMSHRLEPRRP
#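 In this primary screen, activation is scored as increased exchange of BODIPY-GDP from Rap1B by 100 nM EPAC2, with 50 uM GDP as competitor. Signal is normalized to the 6.5 mM cAMP agonist control.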
# ATXN2 expr inh: reduces ATXN2 reporter expression in HEK-293 cells; Potency, µM (series often up to 57 µM), for the others: at the highest dose activity change, negative = inhibition, usual class: inhibitors; HEK-293 ATXN2-luciferase reporter, luminescence, 24 h; 0.72% of 360,000 active; AID 1745845; also: potency is read from the fitted curve at half-maximal effect; % is scaled to controls: 0 for no effect and ±100 for the full control effect; nearly all actives have a fitted effect of over 55% in size
#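 qHTS (up to 57 uM final) was run with 24 h compound exposure of reporter cells at 37 °C. Each well was multiplexed: SteadyGlo luminescence measured ATXN2-luciferase expression after a fluorogenic Gly-Phe-AFC viability readout (25 uM final).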
# Nrf2 activator: activators of Nrf2 (ARE) signaling; AREc32 ARE-luciferase reporter (MCF7-derived line), luminescence, 24 h; Potency, µM (titrated, usually from 46.1 µM), for the others: at the top dose activation, actives largely listed as activators; 0.31% of 410,000 active; AID 624171; also: potency is read from the fitted curve at half-maximal effect; % of control where 0% means no effect; nearly all actives have a fitted effect of over 65% in size
#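 Nrf2 activation is followed as ARE-luciferase induction in the AREc32 line after one day of compound treatment; luminescence is read with Steady-Glo.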
# HepG2 viability: HepG2 cytotoxicity, counter-screen for TGF-b inhibitors; HepG2 CAGA-GFP viability, ATP luminescence, 18 h; Potency, µM (series often up to 46.1 µM), for inactives: at the top dose activity change, negative = cytotoxicity, usual class: cytotoxic; 0.76% of 410,000 active; AID 588856; also: potency is read from the fitted curve at half-maximal effect; some results filed as inactive show a strong effect at the top dose
#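 CellTiter-Glo luminescence gave cytotoxicity after 18 hours at 37 degrees C. The cells were HepG2 CAGA-GFP in 1% FBS DMEM, stimulated with 500 pg/mL TGF-beta after compound addition. %Activity was normalised to no-cell wells (complete cell-killing) and DMSO (no toxicity), and curves were fitted and classified.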
# * hit, by the source's call; i = inactive; ? = inconclusive; / = not tested or not shown; & = joins results of further samples; [ ] = another dose, or the depositor's remark. Unless noted, calls follow the shape of the dose curve; as a rule, active = well fitted curve in the direction sought with a large enough effect; inconclusive = small, poorly fitted or top-dose-only effect, or another doubt; inactive = no such curve, though single readings can be large; an effect the other way counts as inactive or inconclusive. This is a random part of the collection. About 4.3% of those tested had a hit in this group.
canonical_smiles	TGFb inhibitor	A549 tox	IL-2 act	ATXN viability	Nrf2 inh	EPAC2 agonist	ATXN2 expr inh	Nrf2 activator	HepG2 viability
CCOC(=O)N1CCN(C(=O)C2CCN(C(=O)Nc3ccccc3)CC2)CC1	6.4%	9.3%	-0.7	i	16.0%	2.1%	-0.6%	-0.1%	-1.2%
COC(=O)c1[nH]c2ccc(C)cc2c1NC(=O)c1ccccc1[N+](=O)[O-]	-0.9%	-11.6%	0.1	i	-21.4%	-0.4%	8.5%	-0.6%	-1.2%
Cc1ccc(S(=O)(=O)N2CCN(Cc3nnc(-c4c(-c5ccccc5)noc4C)o3)CC2)cc1	5.2%	0.8%	-2.5	i	-3.3%	2.7%	0.0%	-0.1%	-43.0%
COc1c2ccc(C(=O)NCc3cc(C(F)(F)F)cc(C(F)(F)F)c3)cc2nn1C	-9.3%	-3.8%	0.3	?	-20.7%	7.5%	?	-0.4%	-1.0%
COCCn1nnnc1C(C(C)C)N1CCC(Cc2ccccc2)CC1 (configuration not stated)	-1.1%	3.1%[1.84 µM]	-2.2	i	7.6%	19.4%	1.4%	-1.3%	-56.9%
CC(C)CCNC(=O)Cc1c(C(=O)O)[nH]c2ccc(Cl)cc12	0.0%	-0.4%	-0.2	i	/	2.2%	3.0%	-0.2%	-4.3%
O=C(Nc1ccc(Br)cc1)c1cccc(C(=O)Nc2ccc(Br)cc2)c1	-11.5%	-3.3%	/	/	-9.2%	/	/	10.7%	-33.2%
CCCc1cc(NCc2ccccn2)n2c(nc3ccccc32)c1C#N	14.4%	-5.1%	15.2	/	?	-11.2%	-2.0%	0.2%	1.3%
O=C(NC12CC3CC(CC(C3)C1)C2)c1cc2nc(-c3ccco3)cc(C(F)(F)F)n2n1	24.7%	-3.4%	-3.3	i	/	-19.0%	6.6%	0.6%	6.2%
CN(CCc1ccccc1)C(=O)c1ccc(NC(=O)Cc2ccc(NC(=O)C3CCCN(C(=O)C4CCCC4)C3)cc2)cc1 (configuration not stated)	-12.2%	-1.7%	-0.1	i	?	8.3%	-10.8%	6.5%	-27.2%
Cc1cc(NS(=O)(=O)c2ccc(NC(=O)Nc3ccccc3)cc2)no1	-14.5%	/	0.6	i	10.4%	9.8%	6.9%	0.2%	-16.2%
Cc1ccc(N=Cc2nc(/C=C/c3cccc([N+](=O)[O-])c3)oc2O)cc1	-0.5%	-3.2%	5.0	/	?	-7.6%	?	0.2%	7.6%
O=C(O)c1ccc(CSc2n[nH]c(-c3ccco3)n2)cc1	0.0%	-5.5%	0.3	i	6.3%	2.3%	4.8%	-0.7%	1.4%
COc1ccc(CNC(=O)C2CCN(S(=O)(=O)c3ccc4nc5c(c(C(=O)O)c4c3)CC(C)CC5)CC2)cc1 (configuration not stated)	12.1%	4.2%&4.9%	-2.0	i	4.1%&8.3%	4.4%	4.4%	-0.3%&0.3%	0.7%&-19.4%
Clc1ccc(CSc2nnc(-c3ccncc3)o2)c(Cl)c1	7.6%	0.1%	0.1	/	?	2.4%	/	0.3%	18.5%
COc1ccc(-c2cc(C(F)(F)F)n3nc(C(=O)N4CCCC4)cc3n2)cc1	0.0%	-0.4%	0.6	i	?	2.0%	8.9%	0.0%	7.6%
CCc1ccc(-c2nn(-c3ccccc3C)cc2C(=O)N2CCN(C3CCS(=O)(=O)C3)CC2)cc1 (configuration not stated)	-9.3%	-2.8%	0.9	?	-0.3%	-2.8%	9.2%	-0.1%	-12.0%
COc1ccccc1/C=C/c1nc(C#N)c(NC2CCCCC2)o1	-15.9%	-21.4%	/	/	?	/	/	-0.4%	-26.8%
CCc1nc2oc3ccccc3c(=O)c2c(=O)n1-c1ccc(C)cc1	-0.1%	-6.2%	0.3	i	/	5.0%	109.5%[activator]	?	9.4%
O=C(Oc1c(-c2ccccc2)c(=O)n2c3c(cccc13)CC2)c1cccc([N+](=O)[O-])c1	-14.1%	-12.2%	-2.3	i	-6.5%	3.3%	-36.3%	-0.2%	-34.7%
Cc1csc(NC(=O)C2CCN(S(=O)(=O)c3ccc4c(c3)oc(=O)n4C)CC2)n1	-2.4%	3.3%	-0.4	i	?	3.6%	-24.6%	0.3%	-3.3%
Cc1cnc2ncc3sccc3c2c1	8.3%	-9.5%	2.2	i	-0.6%	1.5%	-1.2%	0.4%	1.4%
O=C1[C@@H]2[C@@H]3C[C@@H]([C@H]4ON=C(c5ccc(Cl)cc5)[C@@H]34)[C@@H]2C(=O)N1C1CCCCC1	?	3.1%	-0.6	i	?	9.7%	-7.5%	2.4%	0.0%
COc1cccc(Nc2ncnc3ccccc23)c1	-2.4%	2.4%	-1.4	i	31.9%	14.4%	37.0%[activator]	2.8%	-10.3%
O=C(c1cc(-c2ccc3c(c2)OCO3)on1)N1CCN(c2ccccc2)CC1	-0.6%	-8.5%	-2.4	i	?	10.0%	98.7%[activator]	2.8%	-28.5%

# Brought forward from above: 4 compounds, followed by the next part.
canonical_smiles	TGFb inhibitor	A549 tox	IL-2 act	ATXN viability	Nrf2 inh	EPAC2 agonist	ATXN2 expr inh	Nrf2 activator	HepG2 viability
Cc1cnc2ncc3sccc3c2c1	8.3%	-9.5%	2.2	i	-0.6%	1.5%	-1.2%	0.4%	1.4%
O=C1[C@@H]2[C@@H]3C[C@@H]([C@H]4ON=C(c5ccc(Cl)cc5)[C@@H]34)[C@@H]2C(=O)N1C1CCCCC1	?	3.1%	-0.6	i	?	9.7%	-7.5%	2.4%	0.0%
COc1cccc(Nc2ncnc3ccccc23)c1	-2.4%	2.4%	-1.4	i	31.9%	14.4%	37.0%[activator]	2.8%	-10.3%
O=C(c1cc(-c2ccc3c(c2)OCO3)on1)N1CCN(c2ccccc2)CC1	-0.6%	-8.5%	-2.4	i	?	10.0%	98.7%[activator]	2.8%	-28.5%
CS(=O)(=O)N1CCC(C(=O)Nc2cc(Cl)ccc2Cl)CC1	-16.0%	0.5%	-1.4	i	?	-1.1%	1.4%	-0.1%	-21.2%
O=C(NNS(=O)(=O)c1ccc(Cl)cc1)c1cc(-c2ccccc2)nc2ccccc12	?	-1.7%	1.6	i	3.5%	-9.0%	2.6%	4.4%	-24.0%
CC(C)Oc1cccc(C(=O)Nc2ccc3oc(-c4ccccc4)nc3c2)c1	?	-11.5%	/	?	/	/	?	-2.7%	-23.6%
O=C(NCc1ccccc1)c1ccc2c(c1)nc1n2CCOC1	0.9%	9.0%	/	/	/	/	/	4.0%	3.6%
COc1ccc(C2C(C#N)=C(N)Oc3n[nH]c(C)c32)cc1Cn1nc(C)c([N+](=O)[O-])c1C (configuration not stated)	5.2%	1.3%	-2.5	i	?	4.7%	5.1%	4.2%	-31.8%
CN(C(=O)c1cccc(NC(=O)Cc2ccc([N+](=O)[O-])cc2)c1)C1CCC1	?	-1.6%	-0.2	?	?	4.0%	?	3.7%	-6.4%
CC(=O)c1ccc(OCC(=O)N2CCCC2c2ccc3c(c2)OCCCO3)cc1 (configuration not stated)	0.0%	-2.1%	-0.1	i	-5.6%	3.1%	-0.6%	0.1%	-6.5%
Nc1cccc(-n2cccc2)c1	-1.8%	14.8%	-1.0	i	4.7%	5.5%	/	-0.6%	5.0%
CCOC(=O)C1CCN(C(=O)CNC(=O)Cn2c(C)cc3ccccc3c2=O)CC1	-1.9%	1.9%	0.3	i	-7.9%	10.3%	7.8%	-0.3%	-114.1%
CCC1CCCCN1C(=O)c1nn2cccnc2c1Cl (configuration not stated)	16.3%	1.8%	-4.0	i	/	10.4%	-8.4%	0.2%	4.2%
CCC1(O)CC(c2ccccc2)=NN1C(=O)c1ccccc1F (configuration not stated)	-3.7%	-1.5%	-0.6	i	7.0%	13.1%	6.5%	1.9%	10.9%
Cc1cc(=O)[nH]c2c1c(C)nn2C1CCOC(C)(C)C1 (configuration not stated)	-9.6%	-6.2%	2.5	i	?	3.0%	6.8%	-0.4%	-1.4%
Cc1ccc(C2=NN(C(=O)CCCC(=O)O)C(c3ccc4c(c3)OCO4)C2)cc1 (configuration not stated)	-25.6%	-2.2%	1.8	i	-24.1%	8.2%	6.0%	0.3%	3.0%
COC(=O)c1cccc(CN2C(=O)C(C)Sc3ccc(C)cc32)c1 (configuration not stated)	23.8%	/	-0.4	i	/	23.2%	17.1%	6.9%	3.1%
CC(=O)c1ccc(NC(=O)COc2ccccc2C(=O)Nc2ccc(C)cn2)cc1	3.4%	21.5%	0.5	i	-20.5%	3.5%	/	2.2%	-14.0%
CN(Cc1ccc(F)cc1)C(=O)CN1CCN(S(=O)(=O)c2ccc3c(c2)OCCCO3)CC1	-5.2%	/	-0.5	i	/	-0.5%	/	4.4%	-21.1%
CCN(CC)CCN(Cc1cc2cc3c(cc2[nH]c1=O)OCO3)C(=S)NCCCN(C)C	-6.7%	8.2%	0.7	i	-3.9%	3.0%	-22.6%	-0.9%	-16.5%
CCOC(=O)c1ccc(CN(Cc2ccc(F)cc2)S(=O)(=O)c2cc(C(=O)Nc3ccccc3CC)ccc2F)cc1	0.7%	1.3%	/	/	/	/	/	3.6%	-24.8%
CC(=O)NC(c1ccccc1)c1nc(-c2cc(F)cc(F)c2)cs1 (configuration not stated)	23.0%	/	-0.4	i	/	1.7%	14.8%	5.9%	2.3%
